USP1-UAF1 inh – inhibitors of human USP1/UAF1 deubiquitinase. recombinant USP1/UAF1, Ub-Rhodamine cleavage fluorescence. Potency, µM (highest dose often 57.1 µM), inactives show at the highest dose activity change, negative = inhibition, most hits filed as inhibitors. hit rate 0.23% among 390,000; note: % is set by controls: 0 for no effect and ±100 for the full control effect; nearly all actives have a fitted effect of over 60% in size; inactives centre near -12
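In this screen, compounds sit with the deubiquitinase complex (1nM) for 15 min at room temperature before Ub-Rho is added at 150nM final. Fluorescence rise is then followed for 6 reads every 60 seconds.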
Vif-APOBEC3G blk – inhibitors of Vif-APOBEC3G interaction | HeLa A3G-eYFP + Vif (tagged APOBEC3G with the HIV-1 protein that degrades it), YFP fluorescence, overnight | Potency, µM (titrated, usually from 46.1 µM), for inactives: top-dose activity, negative = active, most hits filed as inhibitors | hit rate 0.076% among 410,000 | AID 602310;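 note: % is set by controls: 0 for no effect and ±100 for the full control effect; nearly all actives have a fitted effect of over 60% in size; hits raise eYFP signal because A3G escapes Vif-driven loss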
Target sequence (Q9HC16 whole entry, looked up): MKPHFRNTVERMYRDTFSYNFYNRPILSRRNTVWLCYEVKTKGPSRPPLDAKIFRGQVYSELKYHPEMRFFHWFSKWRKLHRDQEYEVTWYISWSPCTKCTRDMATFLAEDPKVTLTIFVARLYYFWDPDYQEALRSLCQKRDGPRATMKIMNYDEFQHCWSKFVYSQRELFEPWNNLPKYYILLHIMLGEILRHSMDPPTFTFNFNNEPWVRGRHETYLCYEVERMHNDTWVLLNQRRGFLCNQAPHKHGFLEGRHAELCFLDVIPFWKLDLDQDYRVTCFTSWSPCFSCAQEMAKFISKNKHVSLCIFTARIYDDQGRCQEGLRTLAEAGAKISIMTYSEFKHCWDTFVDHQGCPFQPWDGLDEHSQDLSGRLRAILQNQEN
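Read-out is eYFP fluorescence (Ex 488/Em 500-530) from Vif-expressing HeLa A3G-eYFP cells; more signal means A3G escaped Vif-mediated degradation. Cells plated overnight, compound pinned in, incubated overnight at 37 deg C.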
RXFP1 agonist – RXFP1 (human) receptor agonism; Q9HBX9; HEK293T-RXFP1 cAMP TR-FRET, 30 min; response scale: percent of porcine relaxin response, buffer zero; Potency, µM (top dose mostly 57.5 µM), without a hit: at the top dose activation, hits mostly activators; hit rate 0.3% among 370,000; note: % is set by controls: 0 for no effect and ±100 for the full control effect; nearly all actives have a fitted effect of over 60% in size; many of its hits are not listed in these tables
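HEK293T cells stably expressing RXFP1 were pretreated with the PDE4 inhibitor Ro 20174, exposed to compounds for 30 min at 37C, lysed, and cAMP was read by TR-FRET. Data normalized to buffer (basal) and 29 nM porcine relaxin (100%).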
ALOX12 inh – inhibitors of human 12S-lipoxygenase ALOX12; P18054; purified 12hLO, xylenol orange hydroperoxide absorbance; Potency, µM (series often up to 108 µM), inactives show at the top dose activity change, negative = inhibition, hits mostly inhibitors; hit rate 1.1% among 580,000; AID 1671190; note: % is set by controls: 0 for no effect and ±100 for the full control effect
Target sequence (P18054 whole entry, looked up): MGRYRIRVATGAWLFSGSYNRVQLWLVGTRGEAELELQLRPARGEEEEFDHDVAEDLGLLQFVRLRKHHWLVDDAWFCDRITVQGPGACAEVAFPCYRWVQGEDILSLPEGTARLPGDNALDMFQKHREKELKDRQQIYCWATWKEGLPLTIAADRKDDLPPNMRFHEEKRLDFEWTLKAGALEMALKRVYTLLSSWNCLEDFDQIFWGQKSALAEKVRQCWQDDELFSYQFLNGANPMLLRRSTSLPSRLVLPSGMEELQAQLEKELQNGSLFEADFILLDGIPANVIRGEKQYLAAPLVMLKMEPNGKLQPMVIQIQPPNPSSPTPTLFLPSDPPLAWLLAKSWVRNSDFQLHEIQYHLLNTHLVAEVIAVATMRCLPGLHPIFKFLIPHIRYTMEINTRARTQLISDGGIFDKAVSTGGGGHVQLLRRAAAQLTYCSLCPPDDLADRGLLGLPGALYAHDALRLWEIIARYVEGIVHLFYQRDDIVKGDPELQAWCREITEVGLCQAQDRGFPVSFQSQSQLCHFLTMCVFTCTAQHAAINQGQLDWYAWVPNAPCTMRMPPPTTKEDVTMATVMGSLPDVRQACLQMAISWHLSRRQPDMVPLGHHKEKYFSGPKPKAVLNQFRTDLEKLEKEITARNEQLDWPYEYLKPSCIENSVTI
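Purified human 12hLO at 150 nM in 25 mM Hepes, 0.01% Triton X-100, pH 7.0, preincubated 15 min at room temperature with compound. Reaction started with 40 uM arachidonic acid, 30 min at room temperature. Hydroperoxide measured by Fe-xylenol orange, 573/405 nm absorbance ratio.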
mIDH1 inhibitor – inhibitors of human mutant IDH1 R132H | O75874 | IDH1-R132H enzyme, NADPH consumption, diaphorase/resazurin fluorescence | Potency, µM (titrated, usually from 76.6 µM), inactives show top-dose activity change, negative = inhibition, usual class: inhibitors | hit rate 0.093% among 390,000; note: % is set by controls: 0 for no effect and ±100 for the full control effect; nearly all actives have a fitted effect of over 65% in size
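IDH1-R132H (0.5 ug/mL dispensed) in pH 7.5 Tris buffer was preincubated 30 min with compound, then given a substrate mix of 0.016 mM NADPH and 2 mM alpha-KG for 80 min at room temperature; remaining NADPH was read by diaphorase/resazurin fluorescence.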
rTrxR1 inhibitor – inhibitors of rat thioredoxin reductase 1. O89049. hit rate 1% among 390,000. recombinant rTrxR1, NADPH fluorescence consumption, selenite substrate. Potency, µM (doses to about 114 µM), inactives show top-dose activity change, negative = inhibition, most hits filed as inhibitors; note: % is set by controls: 0 for no effect and ±100 for the full control effect; nearly all actives have a fitted effect of over 65% in size
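Rat TrxR1 (90 nM in the dispensed reagent) was pre-reduced with 400 uM NADPH for 5 min at room temperature, then incubated with compound for 15 min. After 400 uM selenite was added, NADPH fluorescence (Ex 340/Em 450 nm) was followed for 8 min.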
Vif-A3F inh – Vif-A3F binding inhibition; AID 602313; hit rate 0.2% among 390,000; HeLa A3F-eYFP + Vif (tagged APOBEC3F with the HIV-1 protein that degrades it), YFP fluorescence increase; Potency, µM (series often up to 46.1 µM), without a hit: top-dose activity, negative = active; note: % of control where 0% means no effect; nearly all actives have a fitted effect of over 65% in size
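HeLa cells stably expressing A3F-eYFP plus Vif, plated and incubated overnight at 37 deg C, then exposed to compounds overnight at 37 deg C. Blocked degradation read as raised yellow fluorescence (Ex 488/Em 500-530).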
RGS4 inh – inhibitors of human regulator of G protein signaling 4; Transcreener GDP fluorescence polarization, RGS4-accelerated GTP hydrolysis; hit rate 0.039% among 390,000; P49798; Potency, µM (highest dose often 114 µM), for inactives: at the top dose activity change, negative = inhibition, actives largely listed as inhibitors; note: % is set by controls: 0 for no effect and ±100 for the full control effect; nearly all actives have a fitted effect of over 75% in size; some results filed as inactive show a strong effect at the top dose
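MLSMR compounds (23 nl, pin-transferred) preincubated 10 min at room temperature with a 500nM (2x) first reagent, then RGS4 at 900nM (2x) plus Transcreener GDP mix added; fluorescence polarization (620/688 nm) read before and after 90 min at 30 °C.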
TrxR1 substrate – rat thioredoxin reductase 1 substrate activity. O89049. purified TrxR1 substrate turnover, NADPH consumption readout. Potency, µM (series often up to 114 µM), inactives show top-dose activity change, negative = substrate turnover. hit rate 0.01% among 390,000; note: % is set by controls: 0 for no effect and ±100 for the full control effect; nearly all actives have a fitted effect of over 50% in size
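Rat TrxR1, dispensed at 90 nM, was prereduced with 400 uM NADPH (final) for 5 min at ~22 deg C, then incubated with compound 15 min before 400 uM selenite. A first-read NADPH fluorescence drop versus no-compound background flagged substrates.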
The depositor's hits bear a star; ? = inconclusive; · = no result given; & = joins results of further samples; [ ] = dose if it differs, or a comment. Calls come from the whole dose curve; as a rule, active = well fitted curve in the direction sought with a large enough effect; inconclusive = small, poorly fitted or top-dose-only effect, or another doubt; inactive = no such curve, though single readings can be large; an effect the other way counts as inactive or inconclusive. Potency is the fitted concentration of half-maximal effect.

mol | Vif-A3F inh | ALOX12 inh | RGS4 inh | RXFP1 agonist | rTrxR1 inhibitor | Vif-APOBEC3G blk | TrxR1 substrate | mIDH1 inhibitor | USP1-UAF1 inh
CCNc1nnc(-c2ccccc2OC)s1 | 1% | 352%[activator] | 2% | 3.6% | 24%[57.1 µM] | 1% | 54%[activator][57.1 µM] | 0% | -17%
O=C(NCc1cccs1)c1cc(S(=O)(=O)N2CCOCC2)ccc1N1CCCC1 | 3% | -13% | 6% | 1.2% | -2% | 1% | -8% | -11% | -13%
O=S(=O)(Cc1cc(N2CCOCC2)nc(-c2ccccn2)n1)c1ccccc1 | 3% | -2% | -10% | -2.4% | 2%[57.1 µM] | 1% | 7%[57.1 µM] | 12% | -4%
CCOC(=O)CC1C(=O)NCCN1C(=S)NC(=O)c1ccccc1OC (stereo not drawn) | -12% | -13% | -23% | 0.1% | -21% | -1% | -11% | 0% | 1%
Cc1cc2c(=O)n(C)c(SCC(=O)Nc3cccc(F)c3)nc2s1 | 2% | -8% | -13% | 2.9% | 12% | 1% | -3% | -7% | -15%
Cc1ccc(NC(=O)Cn2cnc3sc(C(=O)NCc4ccco4)c(C)c3c2=O)cc1Cl | -20% | -22% | -7% | 1.2% | -20% | 2% | 1% | 0% | -15%
CC1(C(=O)OCC(=O)Nc2nnc(-c3ccccc3)o2)CC1(Cl)Cl (stereo not drawn) | ? | -5% | -25% | -0.8% | 0% | -1% | -3% | 7% | -15%
Oc1cccc(/C=N\Nc2nncc(-c3ccccc3)n2)c1 | 8% | -14% | ? | 1.2% | 16%[57.1 µM] | 0% | 1%[57.1 µM] | -4% | 5%
COc1cc(/C=N\NC(=O)C(C)(C)O)ccc1OC/C=C/c1ccccc1 | 0% | 9% | 10% | 0.2% | 5% | -1% | 6% | 0% | -21%
Cc1c(C2(O)CCCCC2)[nH]c2cc(C(F)(F)F)ccc12 | 4% | ? | -29% | · | 15%[57.1 µM] | -19% | 8% | 11% | -22%
Cc1c(CCC(=O)NCCc2ccccc2)c(=O)oc2c(C)c(O)ccc12 | -3% | -9% | -3% | 11% | 47%[activator] | -3% | 48%[activator] | -16% | -13%
Cc1ccc(-n2c(SCc3cccc(F)c3)nc3[nH]ncc3c2=O)cc1C | 1% | -10% | 7% | 2.0% | 9%[57.1 µM] | -6% | -1%[57.1 µM] | -14% | -32%
CCOC(=O)N1CCC(N2C(=O)c3cc(C(=O)NC4CCCCC4)ccc3C2O)CC1 (stereo not drawn) | 0% | 1% | -9% | 1.7% | 17% | 1% | 4% | -6% | ?
CCOC(=O)Cc1csc(NC(=O)/C=C/c2ccco2)n1 | 3% | 9% | 0%[56.9 µM] | 6.2% | 79µM* | 2% | -3% | 0% | -10%
CN1CCN(c2oc(Cc3cccc4ccccc34)nc2C#N)CC1 | -5% | 0% | 0% | -1.2% | 23% | 1% | 8% | -3% | ?
CCOCCCNC(=O)Cc1c(C(=O)O)[nH]c2ccc(Cl)cc12 | -10% | -3% | 28% | 0.4% | 5% | 7% | 2% | 9% | -15%
COc1ccc(S(=O)(=O)N(CCc2ccccc2)CC(=O)NCc2ccccc2)cc1OC | -1% | -1% | 6% | -3.4% | 9% | -4% | -4% | 4% | -20%
COc1ccc(-c2c(C(F)(F)F)[nH]n3c(=O)cc(-c4ccccc4)nc23)cc1 | 7% | 11µM* | -27% | 13% | 10%[57.1 µM] | -7% | 45%[activator][57.1 µM] | 7% | ?
Cc1ccc(C(=O)COC(=O)c2cn(-c3ccccc3)nc2-c2ccccc2)cc1[N+](=O)[O-] | 1% | -2% | -10% | 1.0% | 24% | -1% | 10% | 0% | -14%
COc1ccc(-c2cccc(NS(=O)(=O)c3cc(C(F)(F)F)ccc3Cl)c2)nn1 | -7% | ? | -12% | 0.3% | 8%[57.1 µM] | 0% | -8%[57.1 µM] | -28% | -32%
COc1cccc(NC(=O)CSc2nnc(Cc3ccc(C)cc3)c(=O)n2N)c1 | 2% | -24% | -12% | 0.7% | 16% | -1% | -2% | -19% | -20%
CCCc1nn(C)c(C(=O)Nc2ccc3ccccc3c2)c1Cl | -6% | 9% | -44% | -0.2% | 5% | 2% | 5% | 8% | -19%
O=[N+]([O-])c1ccc2c(c1)C=C1CCCCC1(N1CCCCC1)O2 (stereo not drawn) | 6% | -6% | -14% | -0.1% | -13% | 1% | -7% | 5% | -6%
Cc1ccc(C(C(=O)NC(C)(C)C)N(Cc2ccco2)C(=O)Cn2nnc(-c3cccs3)n2)cc1 (stereo not drawn) | 2% | 0% | 14%[11.4 µM] | 0.5% | 8%[57.1 µM] | -3% | 6%[57.1 µM] | -2% | -29%
COCCNC(=O)Cn1cnc2ccc(S(=O)(=O)N3CCC(C)CC3)cc2c1=O | -1% | 4% | -30% | 13% | -11% | 4% | -8% | 2% | -14%
COc1ccc(NC2CCCN(C(=O)c3ccc4nccnc4c3)C2)cc1OC (stereo not drawn) | -11% | 0% | -45% | 4.6% | ? | 0% | -7% | 11% | -11%
Cc1nn(CC(=O)N(C)Cc2ccc(F)cc2)c(C)c1[N+](=O)[O-] | -1% | 2% | 22% | 0.0% | 6%[57.1 µM] | 0% | 4%[57.1 µM] | 4% | 11%
COC(=O)c1ccc2ncccc2c1 | 3% | -20% | 31% | 1.0% | 21%[57.1 µM] | 5% | 11%[57.1 µM] | -3% | -12%
CCN(CC)c1ccc(N2C(=NC(=O)C3CCCO3)SC3CS(=O)(=O)CC32)cc1 (stereo not drawn) | -11% | 0% | 2% | 0.6% | 12% | -1% | 6% | 3% | -13%
CC1(C)NC(=O)N(CC(=O)OCC(=O)Nc2cccc(F)c2)C1=O | -2% | -18% | 8% | -3.1% | -8% | -3% | -4% | 5% | -18%
C/C(Cn1nnc([N+](=O)[O-])n1)=N\NC(=O)c1ccccc1 | 2% | -1% | -18% | 0.8% | ? | 0% | -7% | 17% | 4%
Cn1c(=O)c(=O)n(C)c2cc(S(=O)(=O)N3CCOc4ccccc43)ccc21 | -2% | -22% | 6% | 6.5% | 14%[57.1 µM] | -2% | -7% | 9% | -15%
CC1c2cc3c(cc2CCN1CC(=O)Nc1ccc(S(=O)(=O)N2CCCC2)cc1)OCCCO3 (stereo not drawn) | -3% | 5% | 3% | 0.1% | -3% | 1% | -2% | 2% | -16%
O=C(CN1C(=O)C2C3C=CC(C3)C2C1=O)OCC(=O)c1ccc(Cl)cc1 (stereo not drawn) | 2% | ? | 0% | 0.8% | 17% | 2% | 1% | -8% | -18%
NC(=O)[C@@H]1CCCN1Cc1nc(-c2ccc(C(F)(F)F)cc2)no1 | 3% | 3% | -24% | 1.4% | 22% | 0% | 0% | 5% | -21%
Cc1ccc(S(=O)(=O)N2CCCN(S(=O)(=O)c3ccc(C(F)(F)F)cc3)CC2)cc1 | -10% | -25% | -1% | 1.7% | 22% | 0% | 7% | 5% | -12%
O=c1cc(-c2cccnc2)oc2c1ccc1ccccc12 | -9% | 142%[activator] | -11% | 2.7% | 23% | ? | 53% | 13% | -2%
COc1ccc(-c2nc(CN3CCCC(C(=O)NC4CCCC4)C3)c(C)o2)cc1 (stereo not drawn) | 0% | -17% | -14% | 0.7% | 12% | 1% | 5% | 1% | -13%
CC(O)CNC(=O)c1ccc(-c2nn(C)c(=O)c3ccccc23)cc1 (stereo not drawn) | -1% | -2%&-1% | -4% | 1.1% | -7% | 1% | -5% | -1% | -25%
O=C(NN(C(=O)c1ccccc1)c1ccccc1)c1ccccc1 | 4% | 0% | -18% | 1.4% | -1% | -3% | 1% | -3% | 7%
COc1ccc(Cl)cc1C=CC=NNS(=O)(=O)c1ccc(C)cc1 | 19% | ? | -44% | · | 5%[11.4 µM] | -2% | 2%[11.4 µM] | 7% | -11%
O=C(Nc1ccc2nc3n(c(=O)c2c1)CCCCC3)C(=O)N1CCN(c2ccc(F)cc2)CC1 | -15% | -3%&-25% | -8%[56.9 µM] | 3.8% | 9% | -12% | -4% | 9% | -8%
COc1ccc(S(=O)(=O)N2CCOCC2)cc1NC(=O)Cc1c(F)cccc1Cl | 5% | -2% | 0% | -0.9% | 30%[activator] | 1% | -2% | 1% | -17%
CC(C)(C)OC(=O)NCCCC[C@H](NC(=O)c1[nH]cnc1C(=O)Nc1ccccc1)C(=O)OC(C)(C)C | -3% | 6% | -2% | -0.3% | 6% | -3% | -16% | -2% | -15%

3 structures already listed, arranged by number of heavy atoms, ascending.
mol | Vif-A3F inh | ALOX12 inh | RGS4 inh | RXFP1 agonist | rTrxR1 inhibitor | Vif-APOBEC3G blk | TrxR1 substrate | mIDH1 inhibitor | USP1-UAF1 inh
C/C(Cn1nnc([N+](=O)[O-])n1)=N\NC(=O)c1ccccc1 | 2% | -1% | -18% | 0.8% | ? | 0% | -7% | 17% | 4%
Cn1c(=O)c(=O)n(C)c2cc(S(=O)(=O)N3CCOc4ccccc43)ccc21 | -2% | -22% | 6% | 6.5% | 14%[57.1 µM] | -2% | -7% | 9% | -15%
COc1ccc(-c2nc(CN3CCCC(C(=O)NC4CCCC4)C3)c(C)o2)cc1 (stereo not drawn) | 0% | -17% | -14% | 0.7% | 12% | 1% | 5% | 1% | -13%

Screening results deposited in PubChem by National Center for Advancing Translational Sciences (NCATS).

A portion of the library; rates above refer to the full screens.
